ROCK2 inh – blocks human Rho kinase 2 activity. AID 604. O75116. purified ROCK2, Kinase-Glo ATP depletion luminescence. actives 0.35% (n = 60,000). inhibition, % at 6 µM;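 active means inhibition above the screen-wide mean inhibition plus 3 SD, cut at about 18% in these data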;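 further: plate controls were DMSO wells for no effect and Y-27632 control wells after no-enzyme background subtraction for full effect; many of its hits are not listed in these tables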
Autofluor 339 – intrinsic fluorescence of library compounds, ex339/em460 – biochemical, MLSMR library, data from DPM-DC assay, artefact control, profiling panel; compound autofluorescence, ex339/em460 nm, NADH buffer; stronger effect = higher value; 1 = no-compound wells, NADH background; fluorescence fold increase at 10 µM; actives 5.5% (n = 65,000); AID 709;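 active means at 10 µM, mean starting fluorescence two-fold or more over control wells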;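 further: signal is the first read of a kinetic run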
A340 absorber – compounds absorbing at 340 nm | compound absorbance at 340 nm, fold over control | fold change at 10 µM | 65,000 tested, under 10 active;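 active means at 10 µM dose, initial 340 nm absorbance at least 2 fold that of control wells; inactive means change under 2 fold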;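 further: initial absorbance extrapolated from kinetic A340 decline of NADH oxidation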
JNK3 blocker – JNK3 (human) kinase inhibition; P53779; purified JNK3 kinase activity, HTS; inhibition, % at 8 µM; actives 0.61% (n = 60,000); AID 746; in the data active means inhibition above about 17%;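 further: 0% = DMSO and 100% = reference inhibitor; many of its hits are not listed in these tables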
Target sequence (P53779 whole entry, looked up): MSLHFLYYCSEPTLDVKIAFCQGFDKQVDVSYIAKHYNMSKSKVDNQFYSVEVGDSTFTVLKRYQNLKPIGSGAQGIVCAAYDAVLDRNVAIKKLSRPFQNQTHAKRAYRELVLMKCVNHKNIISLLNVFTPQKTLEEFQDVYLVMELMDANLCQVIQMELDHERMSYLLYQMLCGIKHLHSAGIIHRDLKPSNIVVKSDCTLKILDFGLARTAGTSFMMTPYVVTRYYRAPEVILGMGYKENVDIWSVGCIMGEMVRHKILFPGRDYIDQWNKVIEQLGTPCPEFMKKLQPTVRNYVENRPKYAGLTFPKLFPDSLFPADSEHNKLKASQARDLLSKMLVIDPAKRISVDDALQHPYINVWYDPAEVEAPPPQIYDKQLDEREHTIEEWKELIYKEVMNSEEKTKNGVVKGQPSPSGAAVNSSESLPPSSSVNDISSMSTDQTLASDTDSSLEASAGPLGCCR
tolC growth inh – growth inhibitors of E. coli BW25113 tolC mutant | OD615 | growth inhibition, % at 10 µM (by protocol) | actives 2.2% (n = 65,000);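 active means growth inhibition at or above a cutoff equal to the mean over every tested compound plus 3 SD, cut at about 60% in these data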;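 further: growth measured after 20 h incubation at 37 °C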
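Test system: E. coli BW25113 ΔtolC::kan bacteria; incubation: 37 °C, 20 h exposure; medium: LB broth supplemented with 50 µg/mL kanamycin; read-out basis: percent growth inhibition; signal: A615 absorbance measurement; compound: 10 µM final, single dose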
HEK293 NFkB inh – inhibitors of the PMA/ionomycin-induced NF-kB reporter in HEK293 cells | actives 0.21% (n = 62,000) | inhibition, % at 3 µM | HEK-293 NF-kB luciferase reporter, luminescence;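 active means inhibition above the mean of all tested compounds plus 3 SD, cut at about 40% in these data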;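 further: 0% = stimulated DMSO wells and 100% = 10 µM reference inhibitor 5653914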
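System – HEK-293 cells with stable firefly luciferase reporter driven by four HIV NF-kB elements · Doses – one dose, 3 µM · Schedule – 1 h compound pre-incubation, 16 h PMA/ionomycin at 37 °C · Technique – luminescence from luciferase substrate reagent · Measure – percent inhibition normalized per plate to DMSO and reference-inhibitor controls · Replicates – tested once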
NADH coupling – inhibitors of enzymes used to reach an NAD/NADH endpoint; actives 0.02% (n = 65,000); coupled PK/LDH NADH assays, four targets; IC50, µM (series often up to 10 µM), inactives show top-dose inhibition;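 active means single-dose screening hits from any of four coupled enzyme assays that gave an IC50 when retested across doses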;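 further: the DPM-DC format reads NADH fluorescence rather than 340 nm absorbance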
PKA inh – inhibitors of human protein kinase A; P17612; PKA Kemptide phosphorylation, Kinase-Glo ATP luminescence; inhibition, % at 6 µM; actives 0.1% (n = 65,000);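 active means inhibition above the screen-wide mean inhibition plus 3 SD, cut at about 21% in these data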; further: many of its hits are not listed in these tables
MMP13 inh – blocks human MMP13 activity | inhibition, % at 4 µM | AID 570 | MMP-13 fTHP FRET cleavage, Mca fluorescence | actives 0.07% (n = 65,000) | P45452;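 active means inhibition above the mean of compound-free control plate wells plus 3 SD, cut at about 14% in these data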;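 further: 0% = DMSO wells and 100% = wells with reference MMP-13 inhibitor after basal subtraction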
An asterisk follows results filed as active; . = no result given.

SMILES | ROCK2 inh | Autofluor 339 | A340 absorber | JNK3 blocker | tolC growth inh | HEK293 NFkB inh | NADH coupling | PKA inh | MMP13 inh
C=CCOC(=O)C(C#N)c1nc2ccccc2nc1N1CCN(Cc2ccc3c(c2)OCO3)CC1 (stereo unspecified) | 0 | 1.5 | 1 | -5 | 40 | 17 | 9% | 2 | 8
CCOC(=O)C(NC=O)(NC(C)(C)C)C(=O)OCC | 11 | 1.1 | 1 | 2 | 2 | . | 2% | 5 | -5
COc1ccc(S(=O)(=O)N(C)CC(=O)NCCC2=CCCCC2)cc1 | . | 1.1 | 1 | . | 0 | 16 | 3% | -4 | 2
Cc1ccc(-c2nnn(CCC(=O)N3CCCCC3C)n2)cc1 (stereo unspecified) | 5 | 1.1 | 1 | -4 | 3 | -4 | 7% | 9 | 2
CC1(C)Cc2cccc(OCC(=O)Nc3cccnc3)c2O1 | 3 | 1.1 | 1 | 2 | -15 | 7 | 7% | 8 | -2
CCOC(=O)Cn1nnnc1CN(Cc1ccc(OC)cc1)Cc1cc2cc(C)ccc2[nH]c1=O | 4 | 1.1 | 1 | 5 | 13 | 13 | 5% | 10 | 4
CCSc1ccc2nnc(-c3ccc(F)cc3)n2n1 | -7 | 2* | 1 | 0 | 18 | 13 | 12% | -7 | -19
O=C(CCS(=O)(=O)Cc1ccccc1)NC1CCCCC1 | 0 | 1.1 | 1 | -2 | -5 | 20 | 4% | 0 | 1
Cc1cccc(C)c1OCc1nnc(SCC(=O)Nc2nccs2)n1-c1ccccc1 | 1 | 1.1 | 1.1 | 2 | -8 | 13 | 4% | 1 | -2
O=C(CCN1C(=O)COc2ccccc21)NCCN1CCN(c2cccc(Cl)c2)CC1 | 0 | 1.1 | 0.99 | 0 | 4 | 4 | 3% | -2 | 3
COc1ccc(-c2nc(N)n[nH]2)cc1OC | 0 | 1.1 | 1 | -3 | -18 | 5 | 5% | 2 | -13
CC(C)(C)N(Cc1cc2ccccc2[nH]c1=O)C(=O)c1cccnc1 | 3 | 1.2 | 1.1 | -2 | 0 | 0 | 2% | 6 | -3
O=C(Nc1ccc(Cc2ccncc2)cc1)C1CC1 | 1 | 1.1 | 0.98 | 2 | -6 | 8 | 2% | 8 | -1
COc1ccccc1NC(=O)NCc1ccc2c(c1)OCO2 | 6 | 1.1 | 0.99 | -1 | -17 | 9 | 0% | 0 | 5
COC(=O)c1cccc(Nc2cc(C)nc(-c3ccccc3O)n2)c1 | -11 | 1.3 | 1 | 0 | 1 | . | 3% | 2 | -10
COc1ccc(-c2nnc(SCC(=O)N3CCc4ccccc4C3)o2)cc1 | 9 | 1.1 | 1 | 3 | 42 | -2 | 0% | 2 | 1
O=C(N1CCN(Cc2ccccc2)CC1)C12CC3CC(CC(C3)C1)C2 | 1 | 0.99 | 1 | 0 | 33 | 12 | 5% | 8 | 1
CC1CCCCN1S(=O)(=O)c1ccc2c(c1)CCN2C(=O)CCC(=O)O (stereo unspecified) | 8 | 1.1 | 1 | 2 | -5 | 15 | 3% | 8 | 4
O=C(Cc1nc2ccccc2[nH]1)NCc1ccco1 | 9 | 1.1 | 1 | -1 | -2 | 17 | 3% | 10 | -7
Nc1nc(CSc2n[nH]c(-c3ccccc3)n2)nc(Nc2ccccc2)n1 | 7 | 1.1 | 1 | 6 | 34 | -11 | 6% | 6 | 2
CCN(CC)CCNC(=O)c1c(O)c2cc(OC)c(OC)cc2[nH]c1=O | -1 | 2 | 1 | -2 | -3 | 2 | 9% | 0 | -94
Cc1cccc(-c2nc(CS(=O)CC(=O)N3CCc4ccccc4C3)c(C)o2)c1 (stereo unspecified) | 1 | 1.1 | 1 | -2 | 2 | -12 | 6% | 7 | -1
Cc1cc(C)cc(-n2c(=O)c3sccc3n(CC(=O)NCc3ccco3)c2=O)c1 | 0 | 1.1 | 0.99 | -2 | -4 | 13 | 4% | -1 | 0
Cc1ccc(CNC(=O)C2c3ccccc3C(=O)N(C)C2c2c[nH]c3ccccc23)o1 (stereo unspecified) | . | 1.1 | 1 | . | -5 | 12 | 9% | 6 | -3
Cc1ccc(-c2nnn(CC(=O)NCCc3ccc4c(c3)OCO4)n2)o1 | 5 | 1.1 | 0.99 | -1 | 27 | -2 | 1% | 14 | 1
CC(C)(C)C(=O)Cn1c(=O)n(CC2CCCO2)c(=O)c2ccccc21 (stereo unspecified) | 0 | 1 | 0.99 | 2 | -10 | 19 | 7% | -2 | -1
CCCn1c(CCNC(=O)c2cccs2)nc2ccccc21 | 1 | 1.1 | 1 | 1 | -8 | 17 | 2% | -2 | -2
Cc1ccc2cc(CN(CCCN(C)C)C(=O)NCc3ccccc3)c(=O)[nH]c2c1C | -2 | 1.7 | 1.1 | 3 | -21 | 18 | 4% | 0 | -10
COC(=O)C(NC(=O)C(NC(=O)c1ccccc1)C(C)C)C(C)C (stereo unspecified) | 7 | 1 | 1 | -2 | 2 | 6 | 3% | 2 | 5
Nc1nonc1C(=O)NCCNCc1cc(Br)ccc1OCc1ccc(F)cc1 | 12 | 1.1 | 0.98 | 4 | 3 | 9 | 9% | 1 | -2

Laid out differently: entries from further up.
Compound	ROCK2 inh	Autofluor 339	A340 absorber	JNK3 blocker	tolC growth inh	HEK293 NFkB inh	NADH coupling	PKA inh	MMP13 inh
O=C(Cc1nc2ccccc2[nH]1)NCc1ccco1	9	1.1	1	-1	-2	17	3%	10	-7
Nc1nc(CSc2n[nH]c(-c3ccccc3)n2)nc(Nc2ccccc2)n1	7	1.1	1	6	34	-11	6%	6	2
CCN(CC)CCNC(=O)c1c(O)c2cc(OC)c(OC)cc2[nH]c1=O	-1	2	1	-2	-3	2	9%	0	-94

Next section
SMILES | ROCK2 inh | Autofluor 339 | A340 absorber | JNK3 blocker | tolC growth inh | HEK293 NFkB inh | NADH coupling | PKA inh | MMP13 inh
CCCc1cc(C(=O)Nc2cccc(C(C)=O)c2)no1 | 5 | 0.9 | 1 | -1 | -9 | -3 | 4% | 3 | 5
Cc1[nH]c2ccccc2c1/C=N/n1cnnc1 | 1 | 1 | 1.1 | -1 | -7 | -8 | 7% | 8 | 2
COc1ccc(-n2c(C)c(C(C)=O)c3cc(O)ccc32)cc1 | 7 | 1.1 | 1 | 4 | 5 | . | 3% | 5 | -3
O=C(Cn1nnc(-c2ccc(S(=O)(=O)N3CCCC3)cc2)n1)NCC1CCCO1 (stereo unspecified) | . | 1.1 | 1 | . | -4 | 6 | 2% | 2 | 0
Nn1c(SCC(=O)NCc2ccccc2)nnc1C1CC1 | 6 | 1.1 | 1 | -1 | -8 | 8 | 1% | 3 | 5
CCOC(=O)c1[nH]c2ccccc2c1NC(=O)CN(C)C | 0 | 1.2 | 1 | 0 | 8 | . | 6% | 3 | -10
CN1CCN(c2ncnc3c2sc2nc(N4CCCC4)c4c(c23)CC(C)(C)OC4)CC1 | . | 1.2 | 1.1 | . | -11 | 10 | 4% | 9 | 6
Cc1cc(NC(=O)CSc2nnc3c(C)cc4ccccc4n23)no1 | 3 | 1.1 | 1 | -6 | -20 | 18 | 9% | -4 | -7
O=C(OCc1cc(=O)n2cc(Br)ccc2n1)C1COc2ccccc2O1 (stereo unspecified) | 6 | 1.3 | 1.1 | 8 | -14 | 2 | 1% | 14 | -5
CCCN=C(N)/C(C(=O)OCC)=C(\O)c1ccc(OC)cc1 | 6 | 1.1 | 1.1 | 2 | 9 | 20 | 6% | 12 | 2
CC(=O)c1c(C)[nH]c(C(=O)N2CCc3ccccc32)c1C | 2 | 0.99 | 1 | 7 | 1 | 16 | 11% | 8 | -6
COc1ccccc1-c1nc(SCC(=O)O)n[nH]1 | 3 | 1.1 | 1 | 4 | -6 | 20 | 2% | 9 | -2
Cc1cc(C)n2nc(SCC(=O)Nc3ccc(F)cc3)nc2n1 | 5 | 0.93 | 1 | 4 | 0 | 0 | 0% | 12 | 2
C=CCn1c(CC(=O)OC)csc1=Nc1ccc(C(C)=O)cc1 | -1 | 1.1 | 1.1 | -12 | 5 | 25 | 2% | 1 | -2
CCOC(=O)CSc1nnc(-c2ccncc2)o1 | 6 | 1.1 | 1 | -12 | -13 | 5 | 1% | 8 | -8
O=C1CCc2cc(S(=O)(=O)N3CCN(C(=O)c4ccco4)CC3)ccc2N1 | 5 | 1.2 | 1 | 2 | -13 | 8 | 3% | 9 | 3
COc1ccc(NC(=O)C2CCN(S(=O)(=O)c3ccc(C)cc3)CC2)cc1OC | 2 | 1.1 | 0.99 | 0 | 11 | -4 | 11% | 7 | 4
Nc1ncnc2nc(SCC(=O)N3CCN(c4ccccc4)CC3)[nH]c12 | 3 | 1.1 | 1.1 | -1 | -4 | 10 | 4% | 1 | 0
O=C(O)CCC(NS(=O)(=O)c1ccc(N2CCCC2=O)cc1)C(=O)O (stereo unspecified) | 8 | 1.1 | 1 | 5 | -11 | 5 | 8% | 12 | 1
O=C(OCC(=O)N1CCN(c2ccccc2)CC1)c1ccccn1 | 4 | 1.1 | 1 | -4 | -18 | -3 | 9% | -1 | 5
CC1(C)CC(=O)c2cc(C(=O)Nn3cnnc3)c(=O)n(-c3ccccc3)c2C1 | 2 | 1.3 | 1.1 | -4 | 0 | 18 | 2% | 2 | -4
CCOc1ccccc1N(CC(=O)NC(C)(C)C)C(=O)c1ccc(CN2CCOCC2)o1 | 1 | 1 | 1 | -6 | -24 | 11 | 4% | 1 | -6
Cc1cc(C)c(C#N)c(SCS(=O)Cc2ccc(Cl)cc2)n1 (stereo unspecified) | 0 | 1.1 | 0.96 | -5 | 49 | 17 | 4% | -4 | -5
O=C(Nc1ccccc1)N1CCC(C(=O)N(Cc2ccco2)Cc2cccs2)CC1 | -1 | 0.93 | 1 | 6 | 20 | 26 | 6% | -1 | -1
COCCn1nnnc1C(c1ccc(O)c(OC)c1)N1CCc2ccccc2C1 (stereo unspecified) | 9 | 1.1 | 1.1 | -1 | -17 | 16 | 4% | 10 | 4
O=C(CSc1nn(-c2ccc(F)cc2)c(=S)s1)N1CCN(C(=O)c2ccco2)CC1 | 0 | 1.1 | 1.1 | -1 | 9 | 23 | 4% | 3 | -5
Cc1ccc(CC2CC(=O)N(CCc3ccc4c(c3)OCO4)C2=O)cc1 (stereo unspecified) | -2 | 1.1 | 1 | -5 | 8 | -2 | 1% | -5 | 4
Nc1cc(N)c(OCC(F)(F)F)cc1OCC(F)(F)F | 0 | 1 | 0.99 | -9 | -14 | 17 | 8% | -8 | -4
CCCCNC(=O)c1ccc2c(c1)N(CC)C(=O)CS2 | 5 | 1 | 1 | 2 | -3 | 6 | 5% | 6 | -2
Cc1ccc(-c2nn3c(-c4cccc(Cl)c4)nnc3s2)cc1 | -6 | 1.2 | 1.1 | -2 | 15 | . | 5% | 4 | 4
O=C(NC1CCS(=O)(=O)C1)c1ccccc1C(=O)c1ccccc1 (stereo unspecified) | 5 | 1 | 1 | 2 | -9 | 5 | 3% | 5 | -4
Cc1ccc(OCCN2CCCCCC2)c(C)c1 | 4 | 1.1 | 1 | -1 | -7 | 16 | 5% | 7 | -4
CCOc1cccc(C(=O)Nc2ccc(N(CC)CC)cc2)c1 | 3 | 1.1 | 1.1 | -3 | 3 | 4 | 5% | -2 | 2
CCOc1ccc(-c2nc(-c3ccc(OC)cc3)no2)cc1OCC | -1 | 1.1 | 1 | 9 | -9 | 4 | 5% | 0 | -3

High-throughput results as filed in PubChem.

Some of the compounds tested. The share of hits here may be higher or lower than overall.
